Assay outcomes deposited in PubChem BioAssay by National Center for Advancing Translational Sciences (NCATS).
aSyn tox rescue = rescues yeast growth from alpha-synuclein toxicity. S. cerevisiae alpha-synuclein toxicity rescue, BacTiter-Glo growth, 24 h. Potency, µM (top dose mostly 46.1 µM), without a hit: at the top dose growth rescue (activation), most hits filed as activators. actives 0.02% (n = 94,000). AID 1347070; active = well fitted activation curve with a large enough effect; inconclusive = small, poorly fitted or top-dose-only effect; note: 0% is about no effect
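Growth restoration measured by BacTiter-Glo luminescence after 24 hr at 30 deg C; alpha-synuclein yeast, raffinose-pregrown to mid-log, were added at OD600=0.02 in galactose medium onto pinned compounds.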
* marks the source's active call; other numbers are inactive results; u = inconclusive; & = joins results of further samples. Potency is the fitted concentration of half-maximal effect. The list is partial; the hit share may differ from the screen's.

canonical_smiles,aSyn tox rescue
Cc1cc(NC(=O)CCCn2nc([N+](=O)[O-])cc2C)no1,-5.6%
COc1ccccc1OCCCCCCN1CCN(C)CC1,-0.4%
Cc1ccc(C)c(N2CCN(C(=O)Cn3cnc4sc(C)c(S(=O)(=O)N5CCN(c6ncccn6)CC5)c4c3=O)CC2)c1,-12.5%
CCOC(=O)c1ccc(NC(=O)COc2ccc(CNC3CCCCC3)cc2OC)cc1,13.6%
COc1cccc(N2C(=O)C(CC(=O)Nc3cccc(F)c3)N(C(C)C)C2=O)c1 (configuration not stated),-2.8%
CCc1ccc(NCc2cc3ccc(OC)cc3n(CC(=O)Nc3cccc(Cl)c3C)c2=O)cc1,9.0%
COC(=O)c1cc(NC(=O)c2cc3c(-c4ccccc4F)nn(C)c3s2)cc(C(=O)OC)c1,-10.4%
c1ccc(NN(Cc2ccncc2)c2ccccc2)cc1,17.8%
Cc1ccc2[nH]c3c(=O)n(Cc4ccco4)cnc3c2c1,6.6%
CCN(CC)c1ccc(N=CN2CCOCC2)cc1,-3.4%
CN(C)c1ccc(CNCCC(Cc2ccccc2)c2ccco2)cc1 (configuration not stated),-4.3%
O=C(NC1CCCC1)c1cnn(-c2ccc(F)cc2F)c1C1CCNCC1,-13.9%
Cc1ccc(S(=O)(=O)c2nnn3c2nc(NC(C)c2ccccc2)c2sccc23)cc1 (configuration not stated),-11.2%
O=C(CN1CCCN(Cc2ccccc2Cl)S1(=O)=O)Nc1ccc2c(c1)OCCO2,1.2%
CCCN1CCN(CCCNC(=O)CN2C(=O)COc3ccc(C(C)(C)C)cc32)CC1,2.2%
COc1ccc(Nc2nc3c(S(=O)(=O)c4ccccc4)nnn3c3ccc(Cl)cc23)cc1,-1.7%
Cc1cc(/C=N/NC(=O)Cn2c3ccccc3c(=O)c3ccccc32)c(C)n1-c1ccccc1,-3.8%
COc1ccc(-c2cc3ccc(O)c(CN4CCC(C)CC4)c3oc2=O)cc1OC,-10.5%
O=C(CN1C(=O)CCC1=O)Nc1nc2c(F)cc(F)cc2s1,1.9%
COc1cccc(C(=O)Nc2cccc3c2ccc2cccn23)c1,4.8%
O=C(CSc1nnc(COc2ccccc2Cl)o1)NC(=O)NCc1ccco1,6.9%
CCOC(=O)N1CCN(C(=O)CCCCCn2c(=S)[nH]c3ccsc3c2=O)CC1,0.5%
COc1ccccc1CNC(=O)c1ccc2c(c1)nc(C)n2-c1cccc(C)c1,-0.5%
CNC(=O)C1CN(C(=O)c2nn(Cc3ccccc3)c(=O)c3ccccc23)c2ccccc2O1 (configuration not stated),13.4%

Looked up by structure from the entries so far, 5 records:
canonical_smiles,aSyn tox rescue
CCOC(=O)N1CCN(C(=O)CCCCCn2c(=S)[nH]c3ccsc3c2=O)CC1,0.5%
Cc1ccc(C)c(N2CCN(C(=O)Cn3cnc4sc(C)c(S(=O)(=O)N5CCN(c6ncccn6)CC5)c4c3=O)CC2)c1,-12.5%
COc1ccc(-c2cc3ccc(O)c(CN4CCC(C)CC4)c3oc2=O)cc1OC,-10.5%
O=C(CN1C(=O)CCC1=O)Nc1nc2c(F)cc(F)cc2s1,1.9%
c1ccc(NN(Cc2ccncc2)c2ccccc2)cc1,17.8%

The list goes on:
canonical_smiles,aSyn tox rescue
CCCc1nc(SC)ncc1C(=O)N1CCN(c2ccc(Cl)cc2)CC1,-17.2%
COc1ccc(-n2c3c(cc(C(=O)NNc4ccccc4)c2=O)C(=O)CC(C)(C)C3)cc1,9.5%
O=C(CCCCn1c(=O)c2ccccc2n(Cc2ccccc2Cl)c1=O)NCCc1ccccc1,-11.3%
CCN(CC)c1ccc(NC(=O)c2cnn(-c3ccccc3)c2-n2cccc2)c(C)c1,-20.5%
O=C(CSc1nc(-c2cccc(Cl)c2)nc2cc(=O)[nH]n12)Nc1ccccc1,-2.7%
Cc1cccc(N(CC(=O)NCCc2ccccc2)S(=O)(=O)c2ccccc2)c1C,10.3%
Cc1cc(C)c(NC(=O)CSc2nc3nc(C)cc(C)n3n2)c(C)c1,7.9%
S=c1[nH]nc(COc2cccc3ccccc23)n1Cc1ccccc1,2.8%
CCOc1ccc(-n2cc(-c3ccccc3)c3c(NCCc4ccccc4)ncnc32)cc1,4.2%
CCOc1ccc(S(=O)(=O)Nc2ccc(C(=O)N3CCC3)cc2)cc1,-3.4%
Cc1ccc2cc(C)c(SCC(=O)Nc3ccc(S(=O)(=O)N4CCCC4)cc3)nc2c1,-1.3%
Cc1nc(-c2ccc(S(=O)(=O)N3CCN(c4cccc(Cl)c4)CC3)cc2)co1,6.5%
COc1cccc(CNCCSc2nnnn2C)c1OCc1ccccc1F,1.9%
COc1cccc(CSc2nc3n(n2)C(c2ccc(C(=O)O)cc2)C(C(=O)Nc2ccccc2)=C(C)N3)c1 (configuration not stated),-0.5%
Cc1ccc2c(c1)N(C(=O)N1CCC(C(=O)NCc3cccc(Br)c3)CC1)CCO2,2.3%
Cc1nn(Cc2ccc(F)cc2)c(C)c1NC(=O)c1noc2c1CCc1ccccc1-2,-8.7%
CC(=O)Nc1nnc([N+](=O)[O-])s1,-6.1%
COc1ccc(-c2nc(N)n(S(=O)(=O)c3ccc(C)cc3)n2)cc1,7.9%
CCOc1ccc(CNC(=O)CC(C)n2nc(C)cc2C)cc1OC (configuration not stated),-4.7%
COc1cc2[nH]c(=O)n(Cc3ccc(C(=O)N4CCN(c5cc(Cl)ccc5C)CC4)cc3)c(=O)c2cc1OC,-11.4%
COc1ccccc1-c1noc(-c2ccc(NCC3CCCO3)c([N+](=O)[O-])c2)n1 (configuration not stated),-3.7%
CCCCN(CCCC)S(=O)(=O)c1ccc(C(=O)Nc2sc3c(c2C(N)=O)CCN(CC)C3)cc1,-8.8%
COc1ccccc1-c1nnc(C2CCN(C(=O)c3cccc(Cl)c3)CC2)o1,8.6%
CC1=C(C(=O)NCc2ccc(Cl)cc2)C2(CCC(C)CC2)OC1=O (configuration not stated),3.7%
Cn1cc(CNCc2ccccc2OCC(O)CN2CCc3ccccc3C2)cn1 (configuration not stated),-18.0%
O=C(COc1ccc([N+](=O)[O-])cc1Cl)N1CCOCC1,1.0%
Cc1ccc(S(=O)(=O)N2CCC(C(=O)Nc3cc(C)ccc3C)CC2)cc1,0.0%
Cc1cc(N2CCN(C)CC2)n2nc(-c3ccc(Cl)cc3)nc2n1,-9.4%
O=C(N/N=C/c1ccc(F)cc1)c1cc[n+]([O-])cc1,-5.9%
C[C@H](CO)N1C[C@H](C)[C@@H](CN(C)C(=O)Nc2ccccc2)Oc2cc(Br)ccc2S1(=O)=O,-1.2%
NNC(=O)c1sccc1OCc1ccc(Cl)cc1Cl,15.7%
COc1cc2c(cc1OC)C(COc1cc(C)cc(C)c1)N(C(=O)COc1ccccc1)CC2 (configuration not stated),-0.8%
Cc1cccc(C)c1Nc1c(-c2ccccn2)nc2c(C)cccn12,-2.7%
COc1cccc(CNC(=O)c2cc(Sc3cccc(Cl)c3)nc3ccccc23)c1,1.3%
Cc1ccc(-c2cn3nc(N4CCCC(C(=O)Nc5ccc(F)cc5)C4)sc3n2)cc1 (configuration not stated),5.8%
COc1cccc2cc(C(=O)Nc3ccc(S(=O)(=O)NCC4CCCO4)cc3)c(=O)oc12 (configuration not stated),-7.9%
Cc1nc2ccc(S(=O)(=O)N(C)CC(=O)Nc3cccc(C(F)(F)F)c3)cc2s1,3.3%
CN(C)S(=O)(=O)c1ccc(Cl)c(NC(=O)COC(=O)c2ccc3c(c2)NC(=O)CS3)c1,-12.8%
Cc1oc(-c2ccccc2F)nc1CS(=O)(=O)CC(=O)N1CCN(c2ccccc2)CC1,11.7%&3.2%
Cc1ccc(-c2nnc(Nc3ccc(CC(N)=O)cc3)c3ccccc23)cc1S(=O)(=O)NCC1CCCO1 (configuration not stated),10.2%
CCOc1ccccc1/C=C(/NC(=O)c1ccccc1)C(=O)NCC(=O)O,-1.2%
CC12CCC(C(=O)N/N=C/c3ccc(O)cc3O)(OC1=O)C2(C)C (configuration not stated),-4.1%
Cc1ccc(/C=C/C(=O)O)cc1S(=O)(=O)Nc1ccccc1C(=O)O,4.8%
CCn1cc(C(=O)N2CCN(c3ccc(C)cc3)C(C)C2)c(=O)c2cc(S(=O)(=O)N3CCCC3)ccc21 (configuration not stated),-2.7%
CCn1cnc2cc(NC(=O)c3ccc(C)cc3)ccc21,1.9%
CCCc1nc2nc(C)c(NS(=O)(=O)c3ccc(F)cc3)c(=O)n2[nH]1,-6.3%&-5.0%
COCCn1c(C)nnc1SCC(=O)NNC(=O)c1ccc(Br)cc1,-1.9%
CCOC(=O)c1cc2c(=O)n3ccccc3nc2n(CC(C)C)c1=NC(=O)C(C)Oc1ccccc1 (configuration not stated),-4.9%
O=C(O)c1cnn(-c2ccccc2)c1C(F)(F)F,-8.4%
Cc1ccc(-n2ncc3c(N(CCO)Cc4ccccc4)ncnc32)cc1,u
CCOC(=O)c1cc(-c2ccccc2)n(CCCC(=O)Nc2cccc(C)c2)c1C,-14.2%
CCOc1ccc(CC(=O)Nc2c(C(=O)c3ccccc3)oc3ccc(Cl)cc23)cc1OCC,2.4%
Cc1ccc(NC(=O)C2CCCN(c3nnc(C)c4c(C)n(-c5ccccc5)nc34)C2)cc1Cl (configuration not stated),-16.3%
Cc1cn([C@H]2C[C@H](O)[C@@H](CNCc3ccc(CN(C)S(C)(=O)=O)o3)O2)c(=O)[nH]c1=O,1.0%
CCN(c1ccc(Cl)cc1)S(=O)(=O)c1nnc(NC(=O)c2ccco2)s1,-2.4%
O=S(CC(O)c1ccccc1)c1ccccc1 (configuration not stated),-12.6%
C/C(=N/NC(=O)CN1CCN(Cc2ccccc2Cl)CC1)c1ccco1,-1.8%
N#C/C(=C\c1ccc(OCc2ccc(Cl)cc2Cl)cc1)c1nc2ccccc2[nH]1,-14.3%
CCOC(=O)c1c(N)n(-c2ccc(C)c(C)c2)c2nc3ccccc3nc12,-7.2%
CCOC(=O)c1cc(S(=O)(=O)N2CCN(c3ccccc3OC)CC2)[nH]n1,-17.3%

Further records:
canonical_smiles,aSyn tox rescue
O=C(CNC(=O)c1ccccc1Br)N/N=C/c1ccc(O)cc1,-4.5%
CCOc1ccc(NC(=O)CN2C(=O)CCSc3ccc(S(=O)(=O)N4CCCC4)cc32)cc1,-0.3%
O=C(Nc1ccccc1Cl)c1sccc1-c1ccccc1,-22.2%
CC1CCn2c(nc3cc(C(=O)NCc4ccccc4)ccc32)C1 (configuration not stated),-12.2%
CCN(CC(=O)Nc1ccc(NC(C)=O)cc1)C(=O)C1CC(=O)N(c2ccc3c(c2)OCCO3)C1 (configuration not stated),8.0%
CC(C)CN1C(=O)C(=O)N(CC(=O)c2ccc3c(c2)OCO3)C1=O,6.1%
CC12CCC(=O)N1C(C(=O)N1CCN(S(=O)(=O)c3ccc(Br)cc3Cl)CC1)CS2 (configuration not stated),8.5%
COc1ccccc1NC(=O)C(Cc1ccccc1)NS(=O)(=O)c1cccc2nsnc12 (configuration not stated),-1.0%
CCOc1ccccc1NC(=O)Cn1nnc2sc3c(c2c1=O)CCC(C(C)(C)C)C3 (configuration not stated),8.8%
O=C(OCC(=O)N1CCN(C(=O)c2ccco2)CC1)c1ccccc1,-4.6%
CCN(c1ccc(Cl)cc1)S(=O)(=O)c1nnc(NC(=O)C2CCCCC2)s1,0.0%
C[C@H](CO)N1C[C@H](C)[C@@H](CN(C)S(=O)(=O)c2ccc3c(c2)OCCCO3)OCc2cn(nn2)CCCC1=O,-3.2%
Cc1cccc(-c2nc(C)c(CCNC(=O)C(=O)Nc3cccc(Cl)c3C)s2)c1,5.4%
COc1cccc(C2[C@H](C)C3(CCN2C)OCCO3)c1 (some centres not stated),-3.7%
Cc1ccc2c(c1)-c1c(cnn1CC(=O)N(Cc1ccco1)C1CCCCC1)CO2,0.8%
COc1ccc(-c2nc(C)c(CCNC(=O)C(=O)Nc3cccc(F)c3)s2)cc1OC,3.9%
COCCN(C(=O)CSc1nnc(-c2ccc(C(C)(C)C)cc2)n1N)c1c(N)n(CC(C)C)c(=O)[nH]c1=O,-3.1%
CC1CN(CCCOc2ccccc2-c2ccccc2)CC(C)O1 (configuration not stated),5.7%
Cc1oc(-c2ccc(Cl)cc2)nc1Cn1c(=O)cc(C)c2c(C)nn(-c3ccccc3)c21,1.1%
COc1ccc2nc(Cl)c(C=O)c(N3CCOCC3)c2c1,-0.6%
CCOc1ccccc1NC(=O)CSc1ncc(S(=O)(=O)c2ccc(C(C)(C)C)cc2)c(=O)[nH]1,-4.7%
COc1ccccc1CNC(=O)C(=O)NCC(c1cccnc1)N1CCN(c2ccc(F)cc2)CC1 (configuration not stated),1.4%
O=C(/C=C/c1ccc(Cl)cc1Cl)Nc1cccc(S(=O)(=O)NC2=NCCCCC2)c1,4.8%
COC(=O)c1c(-c2ccc(Cl)cc2)noc1N1CCN(c2ccc(C(C)=O)cc2)CC1,0.4%
COc1ccc(C(=O)Nc2nc3nc(C)c(Cc4ccccc4)c(=O)n3[nH]2)cc1OC,-15.1%
Cc1ccc(-n2nc(CO)c(C(=O)NCCCCc3ccccc3)n2)cc1,-8.8%
CN(C)S(=O)(=O)c1cccc(NC(=O)c2ccc(-n3cncn3)c([N+](=O)[O-])c2)c1,3.7%
Cc1cccc(CNC(=O)c2ccc3nc(-c4ccccc4)c(-c4ccccc4)nc3c2)c1,-0.6%
COc1ccc(-c2c(C)c3ccc(O)c(CN4CCC(C)CC4)c3oc2=O)cc1OC,-11.6%
Cc1cn2c(=O)c(S(=O)(=O)Nc3ccc(F)cc3F)c(C)nc2s1,6.1%
